# Assay outcomes: PubChem, several laboratories
# proCasp7 act – procaspase-7 activators, primary screen, counter-screen for procaspase-3 activator project, biochemical, absorbance, HTS, human; Caspase-7 (Homo sapiens), P55210; activation, % at 8.5 µM; recombinant procaspase-7, Ac-DEVD-pNA absorbance 405 nm; D23A/D198A/D206A triple mutant, cannot self-cleave; scale: DMSO 0, 5 µM enzyme 100; AID 463210, 2010; actives 0.093% (n = 330,000);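 active = percent activation above the screen-wide mean plus 3 SD, cut at about 25% in these data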
#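 Assay system: Uncleavable procaspase-7 mutant enzyme | Input: 2 µM procaspase-7 mutant as dispensed | Timing: 1 h compound preincubation, 2 h substrate cleavage, 25 °C | Repeats: One well per compound | Control set: DMSO wells as 0%, DMSO with 5 µM added PC-7 as 100% | Technique: Epi-absorbance of released pNA at 405 nm, two timepoints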
# proCasp3 act – activators of human procaspase-3 D3A mutant, primary screen, biochemical, absorbance, PC-3 D3A mutant, single concentration; recombinant procaspase-3 D3A, Ac-DEVD-pNA absorbance 405 nm; activation, % at 8.5 µM; actives 0.11% (n = 330,000); AID 463141, 2010;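 active = activation above the mean of all tested compounds plus 3 SD, cut at about 21% in these data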;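 note: 0% = DMSO alone and 100% = DMSO wells spiked with extra 5 µM PC-3 D3A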
#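 Compound: 8.5 µM single point, 0.8% DMSO / Material: Autoprocessing-dead procaspase-3 D3A mutant enzyme / Timing: 1 h preincubation plus 2 h reaction at 25 °C / Medium: Zinc-free HEPES/NaCl buffer with 0.01% Triton X-100 at pH 7.4 / Technique: 405 nm absorbance of p-nitroaniline, reads at 0 and 120 min / Repeats: one well per compound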
# core dimer inh – inhibitors of HCV core protein dimerization, primary screen, biochemical, TR-FRET, high-throughput. inhibition, % at 5 µM. actives 0.33% (n = 300,000). TR-FRET GST/Flag-core106 dimerization, 1536-well;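 active = inhibition above the mean of all tested compounds plus 3 SD, set per screening campaign, cut at about 45% in these data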
#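 Assay system: tagged HCV core106 pair (GST and Flag); medium: KF-containing HEPES buffer, pH 7.45, DTT, CHAPS, BSA; also added: Eu donor and XL665 acceptor anti-tag antibodies; dosing: 5 µM single dose; timing: compound-protein-antibody incubation 4 h at 22.5 °C; signal: TR-FRET 671 and 617 nm emission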
# GRK2 inh – compounds blocking aptamer binding on GRK2 – biochemical, human GRK2, bead flow cytometry, HTS, primary screen. Beta-adrenergic receptor kinase 1 (Homo sapiens), P25098. FAM-aptamer displacement from GRK2. inhibition of aptamer binding, % at 10 µM. actives 0.59% (n = 330,000);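 active = inhibition of aptamer binding above 40%, roughly 3 SD of noise, on plates passing a quality check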;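 note: median bead fluorescence of bound FAM aptamer so fluorescent compounds give negative values; no value below 0 was filed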
# VLA-4 inh – inhibition in human VLA-4 binding assay, primary screen, VLA-4 allosteric modulator project, MLPCN library, flow cytometry, VLA-4 expressing cells | Integrin alpha-4 (Homo sapiens), P13612 | ligand binding flow cytometry | inhibition, % (about 7 µM as worked out from the volumes in the protocol) | actives 0.2% (n = 330,000) | AID 2557, 2010; in the data active = inhibition above about 50%
# PP5 inh – PP5 phosphatase inhibitors, primary screen, biochemical, fluorescence; purified PP5c, OMFP substrate fluorescence; inhibition, % at 6.7 µM; actives 0.18% (n = 320,000);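 active = inhibition above the campaign's mean inhibition across all tested compounds plus 3 SD, cut at about 9.5% in these data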;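 note: 0% = DMSO only and 100% = 100 µM cantharidin control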
# Target sequence (P53041 whole entry, looked up): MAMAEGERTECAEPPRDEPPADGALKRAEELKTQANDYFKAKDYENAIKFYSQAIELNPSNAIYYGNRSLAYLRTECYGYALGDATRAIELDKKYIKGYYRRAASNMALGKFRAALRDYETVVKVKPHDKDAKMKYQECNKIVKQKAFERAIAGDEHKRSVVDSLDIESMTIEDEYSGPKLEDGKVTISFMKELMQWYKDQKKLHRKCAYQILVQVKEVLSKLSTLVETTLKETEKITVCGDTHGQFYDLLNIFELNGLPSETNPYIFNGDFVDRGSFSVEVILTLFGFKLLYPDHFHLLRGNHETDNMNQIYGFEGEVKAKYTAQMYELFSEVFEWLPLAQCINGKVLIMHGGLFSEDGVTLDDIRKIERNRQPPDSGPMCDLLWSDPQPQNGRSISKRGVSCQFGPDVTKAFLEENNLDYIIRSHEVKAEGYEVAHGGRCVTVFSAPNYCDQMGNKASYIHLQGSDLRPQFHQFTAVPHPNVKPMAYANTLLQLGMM
# PP1 inh – PP1-alpha phosphatase inhibitors, primary screen, counter-screen for PP5 inhibitor project, biochemical, fluorescence, OMFP substrate, single point; actives 0.9% (n = 320,000); Serine/threonine-protein phosphatase PP1-alpha catalytic subunit (Homo sapiens), P62136; inhibition, % at 6.7 µM; purified PP1alpha;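 active = inhibition above the mean inhibition of all tested compounds plus 3 SD, computed separately for each screening campaign, cut at about 15% in these data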
# Target sequence (P62136 whole entry, looked up): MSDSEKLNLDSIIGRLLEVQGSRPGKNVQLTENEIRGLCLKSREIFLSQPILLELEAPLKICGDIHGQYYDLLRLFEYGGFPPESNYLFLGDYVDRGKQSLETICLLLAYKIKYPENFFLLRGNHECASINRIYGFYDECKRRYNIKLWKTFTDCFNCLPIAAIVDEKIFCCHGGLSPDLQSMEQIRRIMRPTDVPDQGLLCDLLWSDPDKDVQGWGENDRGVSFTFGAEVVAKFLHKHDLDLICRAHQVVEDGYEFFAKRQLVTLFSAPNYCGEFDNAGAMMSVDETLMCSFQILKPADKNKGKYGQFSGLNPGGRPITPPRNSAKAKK
# Fh CTSL1 inh – Fasciola hepatica cathepsin L1 inhibitors, primary screen, counter-screen for PFM18AAP inhibitor project, biochemical, QFRET, fluorogenic peptide substrate. recombinant F. hepatica cathepsin L1, Z-Leu-Arg-MCA fluorescence. actives 0.49% (n = 300,000). inhibition, % at 5.96 µM;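 active = inhibition above the mean of all tested compounds plus 3 SD, set per screening campaign, cut at about 17% in these data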;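 note: 0% = plate median of test compound wells and 100% = 1 µM Z-Phe-Ala-diazomethylketone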
# JMJD2C inh – inhibitors of GASC-1 histone demethylase, primary screen, biochemical, fluorescence, DELFIA europium; actives 0.069% (n = 330,000); inhibition, % at 2.35 µM; AID 2099, 2009; Lysine-specific demethylase 4C (Homo sapiens), Q9H3R0; GST-JMJD2C(1-420) H3K9me3 demethylation;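 active = more than half of a compound's replicate wells show inhibition beyond 50%, single wells judged on their own value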;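 note: signal counts dimethyl H3K9 product captured on neutravidin plate; 0% = median of DMSO wells and 100% = 0.3 times that DMSO median; strong numbers were not always called active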
# Numbers without * were called inactive; i = inactive; / = not tested or not shown; & = joins results of further samples.
# Every second line gives: proCasp7 act	proCasp3 act	core dimer inh	GRK2 inh	VLA-4 inh	PP5 inh	PP1 inh	Fh CTSL1 inh	JMJD2C inh
> CC(C)(C)OC(=O)N1CC(O)CC1C(=O)OCC(=O)c1ccccc1 (configuration not stated)
    -1	-7	-5	2	-3	-0.8	-3	-3	0
> Cc1ccc(NC(=O)COC(=O)c2cccc(OC(F)F)c2)cc1S(=O)(=O)N1CCCCC1
    -10	-1	/	3	3	5.6	4	/	-3
> Cc1[nH]c2ccccc2c1/C=N/NC(=O)c1ccc(N)cc1
    -4	-2	-11	1	3	2.9	-4	5	10
> Cn1ncc2c(Nc3cc(Cl)cc(Cl)c3)ncnc21
    5	0	0	1	25	3.5	-1	-1	-24
> Cc1ccc(C2=NCCNC2=O)c(C)c1
    3	12	-3	3	8	-0.5	-5	5	-3
> Cc1ccc(SCc2nnc(NC(=O)c3ccccc3)s2)cc1
    5	1	-1	7	5	2.2	5	2	0
> O=C(CSc1n[nH]c(=O)[nH]c1=O)Nc1ccccc1C(=O)c1ccccc1
    5	3	-3	0	9	0.1	0	6	-1
> S=C(c1ccc(-c2ccc(Cl)cc2)o1)N1CCCCC1
    -9	-20	1	3	-4	-3.5	-3	8	0
> COc1cccc(-c2csc(NC(=O)Oc3ccccc3)n2)c1
    4	-5	1	4	17	3.1	-1	0	-44
> Cc1ccc2c(c1)c1c(n2CC(O)CN2CCCCCC2)CCCC1 (configuration not stated)
    -2	0	-4	0	14	1.6	2	0	-12
> Cc1cccc(C(=O)NCC(=O)N(C)Cc2nc3ccccc3c(=O)[nH]2)c1
    10	8	/	0	1	/	/	/	-4
> NS(=O)(=O)c1ccc(NC(=O)COC(=O)c2ccc3c(c2)OCCO3)cc1
    3	-4	-1	1	-1	3.0	0	-3	-17
> O=C(O)CN1C(=O)C2(OCCCO2)c2ccccc21
    0	2	7	0	13	-0.7	-1	-3	2
> C#CC(C)(C)NC(=O)c1cnc(-c2ccccc2)nc1-c1ccccc1
    -2	5	-4	2	-1	-2.0	-4	-1	-33
> Cn1cccc1C(=O)C(=O)Nc1ccc(Cl)cc1
    5	-3	-5	0	-3	4.2	-2	2	3
> O=C(CSC(=O)c1ccccc1)Nc1ccccc1F
    -26	-13	/	0	1	/	/	/	3
> Cc1ccc(C)c(N=Nc2nc3ccccc3n2C)c1
    -3	-9	-13	2	-17	3.5	0	1	35
> COc1cc2c(CCNC(C)=O)c[nH]c2cc1Cl
    3	-2	-12	3	-267	0.7	5	1	/
> CCn1c(C(=O)N2CCC(C(=O)NCCCSC3CCCCC3)CC2)cc2sccc21
    8	6	12	4	8	9.4	4	-2	-8
> C=CCN(Cc1ccc(Cl)s1)C(=O)c1ccc(F)c(S(=O)(=O)N2CCOCC2)c1
    -5	2	/	5	-4	/	/	/	4
> CCC(CC)C(=O)Nc1nnc(S(=O)(=O)Nc2ccccc2C)s1
    4	-1	8	0	1	1.0	-3	-2	-6
> CCOC(=O)c1sc(C)c(C(=O)NC2CCCCC2)c1N
    0	2	-4	0	1	0.0	0	3	0
> COc1ccc(Cc2nc3ccc(C(=O)N(C)CCCN4CCOCC4)cc3o2)cc1
    5	12	-3	0	18	-0.6	-3	-2	4
> Cc1cc(C(=O)OC(C)C(=O)NC2CCCCC2C)c(C)o1 (configuration not stated)
    2	4	-1	0	-8	0.8	-3	1	13
> Cc1ccnc(NC(=O)C2CCN(S(=O)(=O)c3ccc4c(c3)CC(C)N4C(=O)C3CCC3)CC2)c1 (configuration not stated)
    10	0	15	4	8	0.5	5	-3	-14
> CCn1nnnc1SCC(=O)N1CCN(Cc2ccc3c(c2)OCCO3)CC1
    3	4	/	0	4	-1.6	0	/	/
> CCOC(=O)C1=C(C)N(c2ccccc2)C(=O)NC1c1cccc([N+](=O)[O-])c1 (configuration not stated)
    2	0	-2	0	-2	1.2	5	-1	4
> CCOc1cc(C(=O)OCc2ccc(OC)cc2)ccc1OCC(=O)N1CCOCC1
    -4	1	/	0	3	1.2	-4	/	8
> CSc1nc(-c2ccccc2)cc(C)c1C#N
    3	2	3	0	8	-0.1	11	3	77
> CNC(=O)COC(=O)c1ccccc1Oc1ccccc1
    -2	6	-13	0	-173	1.9	-4	-6	-2
> O=C(NNc1ncccc1Cl)c1c(Cl)cccc1Cl
    7	0	1	1	-3	-1.7	-3	1	0
> CC(C)NCC(O)COc1ccc(CCOCC2CC2)cc1 (configuration not stated)
    5	4	12	3	6	-1.5	-1	-2	-28&-11
> COc1ccc(S(=O)(=O)NC(C)C(=O)Nc2ccc3c(c2)OCCO3)cc1OC (configuration not stated)
    3	-5	8	0	12	0.9	-1	0	-7
> Cc1cccc(C(CC(=O)N2CCCCC2)c2ccccc2)c1O (configuration not stated)
    -5	-5	-1	2	4	1.8	-4	-4	19
> COC(=O)c1nnc(-c2ccccc2)nc1OC
    -5	4	-5	0	-5	-1.0	-3	2	7
> CCc1nnc(NC(=O)c2ccc(S(=O)(=O)N3CCCCC3C)cc2)s1 (configuration not stated)
    -2	7	1	0	4	0.3	0	5	-3
> N#CCNC1CC(=O)N(c2ccccc2)C1=O (configuration not stated)
    9	1	8	0	2	1.6	-3	-2	6
> O=C(CCC(=O)NCCCc1ccccc1)NCCCc1ccccc1
    -3	10	-6	1	11	2.4	0	-4	17
> Cc1ccccc1-c1ncc(CN2CCN(C3CCCC3)C(CCO)C2)cn1 (configuration not stated)
    2	-1	-1	0	10	-1.1	-2	0	3
> CC1CCCC(C)N1S(=O)(=O)c1ccc(S(=O)(=O)NCc2ccccc2)cc1 (configuration not stated)
    3	15	19	0	12	0.1	2	3	0

# An excerpt of these results, bar-delimited.
structure | proCasp7 act | proCasp3 act | core dimer inh | GRK2 inh | VLA-4 inh | PP5 inh | PP1 inh | Fh CTSL1 inh | JMJD2C inh
COc1cccc(-c2csc(NC(=O)Oc3ccccc3)n2)c1 | 4 | -5 | 1 | 4 | 17 | 3.1 | -1 | 0 | -44
NS(=O)(=O)c1ccc(NC(=O)COC(=O)c2ccc3c(c2)OCCO3)cc1 | 3 | -4 | -1 | 1 | -1 | 3.0 | 0 | -3 | -17
Cc1ccc(SCc2nnc(NC(=O)c3ccccc3)s2)cc1 | 5 | 1 | -1 | 7 | 5 | 2.2 | 5 | 2 | 0
O=C(CCC(=O)NCCCc1ccccc1)NCCCc1ccccc1 | -3 | 10 | -6 | 1 | 11 | 2.4 | 0 | -4 | 17

# Later entries
# Every second line gives: proCasp7 act	proCasp3 act	core dimer inh	GRK2 inh	VLA-4 inh	PP5 inh	PP1 inh	Fh CTSL1 inh	JMJD2C inh
> CN1/C(=C\C(=O)COC(=O)c2nccnc2N)C(C)(C)c2ccccc21
    2	-4	8	6	-11	1.4	0	1	-3
> COc1ccc(NC(=S)NCCc2ccc(F)cc2)c(OC)c1
    7	-2	8	2	16	2.7	2	-2	-15
> COc1cc(OC)c(OC)cc1CNC(=O)c1ccc(S(=O)(=O)N2CC(C)OC(C)C2)cc1 (configuration not stated)
    -3	-4	/	0	12	1.1	-2	/	4
> Cc1cc(NC(=O)CCC(=O)N(CCC(C)C)C(C(=O)NCC2CCCO2)c2ccccc2C)no1 (configuration not stated)
    2	1	6	0	14	0.6	-4	0	0
> NC(=O)c1ccc(SCC(=O)OCC(=O)N2CCCCC2)c([N+](=O)[O-])c1
    -22	-4	0	0	0	-0.6	-5	-3	-2
> O=C(CCCN1C(=O)/C(=C\c2ccccc2)SC1=S)Nc1cccc(C(=O)O)c1
    -1	4	14	0	-5	-1.9	6	2	6
> CCOc1ccccc1C1CC(c2cccs2)=NN1S(C)(=O)=O (configuration not stated)
    -5	5	1	8	i	1.5	-2	0	-8
> CCCSc1cc(N)cc([N+](=O)[O-])c1
    -2	4	3	0	17	6.1	1	-2	1
> CCOC(=O)CNC(=O)c1ccc(C)cc1
    6	2	-8	0	-4	2.0	-4	0	7
> CC(C)c1ccc(NCCC(=O)c2cccs2)cc1
    -2	-9	-4	3	7	1.6	0	3	-1
> COC(=O)c1ccccc1NC(=O)/C=C/C(=O)O
    9	0	-5	3	25	-2.4	-1	4	0
> O=C(CCc1ccccc1)NCCCN1CCOCC1
    0	2	-5	3	11	-0.5	-5	-3	21
> Cc1ccccc1CN(C)CC(=O)Nc1ccccc1Oc1ccccc1
    -2	1	-4	0	-3	2.4	-3	-5	-1
> COc1ccc(NC(=O)/C=C/c2ccco2)cn1
    -2	1	2	13	15	-0.7	0	3	5
> CCN(C(=O)CSc1nnc(-c2c[nH]c3ccccc23)o1)C1CCS(=O)(=O)C1 (configuration not stated)
    12	-5	-1	0	6	-0.7	-3	2	1
> COc1ccc2c(c1)C(=O)N1[C@H]3c4cc(Cl)ccc4OC[C@@H]3[C@H](c3ccccc3)[C@]1(C)C(=O)N2
    3	3	/	5	-3	/	/	/	2
> COC(=O)C1=C(C)NC2=C(C1c1ccc(O)cc1)S(=O)(=O)c1ccccc12 (configuration not stated)
    0	-3	-3	0	-10	-0.3	6	-1	-8
> O=C1CCCN2N=C(SCC(=O)Nc3nc4ccccc4s3)SC2=N1
    -6	1	1	0	-8	0.8	12	5	-3
> COc1ccc(C(=O)OCC(=O)NCc2ccc3c(c2)OCO3)cc1[N+](=O)[O-]
    1	10	-1	0	6	2.2	-2	-8	7
> Nc1nc2n(n1)C(c1cccc(Br)c1)CC(c1ccccc1)N2 (configuration not stated)
    12	12	-1	0	-9	3.6	-2	-3	0
> CCC(C)c1ccc(NC(=O)C2CC3CCC2C3)cc1 (configuration not stated)
    -2	8	3	2	3	1.1	-1	-3	-8
> C/C(=N\NC(=S)NCc1ccccc1)c1cccs1
    1	0	0	1	1	-0.1	0	4	1
> Cc1cc(NC(=O)COC(=O)CCS(=O)(=O)c2cc(Cl)ccc2Cl)no1
    -1	-2	-1	0	-19	1.2	-4	-117	1
